EPAC2 antagonist: blocks human EPAC2 exchange factor. Q8WZA2. EPAC2 GEF exchange of Rap1B-BODIPY-GDP, fluorescence. Potency, µM (series often up to 114 µM), inactives show at the highest dose activity, negative = inhibition, usual class: inhibitors. hit rate 0.18% among 360,000; note: % is set by controls: 0 for no effect and ±100 for the full control effect; nearly all actives have a fitted effect of over 45% in size; many of its hits are not listed in these tables
Target sequence (Q8WZA2 whole entry, looked up): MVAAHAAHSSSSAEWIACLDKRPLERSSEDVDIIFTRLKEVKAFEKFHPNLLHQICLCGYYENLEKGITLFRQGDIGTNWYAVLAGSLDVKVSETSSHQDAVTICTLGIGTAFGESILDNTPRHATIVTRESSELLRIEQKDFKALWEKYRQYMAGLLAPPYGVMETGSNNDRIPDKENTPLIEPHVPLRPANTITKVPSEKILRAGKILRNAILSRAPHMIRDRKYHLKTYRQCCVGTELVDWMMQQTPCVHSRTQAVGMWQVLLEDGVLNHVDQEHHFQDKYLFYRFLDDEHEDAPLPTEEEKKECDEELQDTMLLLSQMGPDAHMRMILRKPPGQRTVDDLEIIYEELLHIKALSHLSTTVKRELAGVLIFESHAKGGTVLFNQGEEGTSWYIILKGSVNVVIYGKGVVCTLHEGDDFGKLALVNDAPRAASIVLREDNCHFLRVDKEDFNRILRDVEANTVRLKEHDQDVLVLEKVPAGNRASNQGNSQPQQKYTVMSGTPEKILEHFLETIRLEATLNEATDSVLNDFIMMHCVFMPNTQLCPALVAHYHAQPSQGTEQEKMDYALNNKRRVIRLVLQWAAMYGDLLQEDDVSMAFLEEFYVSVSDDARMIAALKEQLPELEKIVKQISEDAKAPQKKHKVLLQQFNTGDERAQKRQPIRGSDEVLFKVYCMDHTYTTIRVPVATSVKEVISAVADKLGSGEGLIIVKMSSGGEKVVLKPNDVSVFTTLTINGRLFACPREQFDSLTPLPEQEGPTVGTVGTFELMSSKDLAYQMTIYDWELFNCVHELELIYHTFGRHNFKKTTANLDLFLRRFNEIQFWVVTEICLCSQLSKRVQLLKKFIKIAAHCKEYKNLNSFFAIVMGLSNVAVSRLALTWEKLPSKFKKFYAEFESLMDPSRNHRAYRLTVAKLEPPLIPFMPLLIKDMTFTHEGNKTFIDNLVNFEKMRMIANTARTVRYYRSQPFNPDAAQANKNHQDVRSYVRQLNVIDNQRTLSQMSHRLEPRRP
ATXN viability: viability counter-screen for ATXN expression inhibitors. S2 cells (HEK-293 line with an ATXN2-luciferase reporter) viability, CellTiter-Fluor protease fluorescence, 24 h. Potency, µM (top dose mostly 56.7 µM), most hits filed as cytotoxic. hit rate 0.49% among 400,000; note: nearly all actives have a fitted effect of over 40% in size
A549 tox: counter-screen for Nrf2 inhibitors: cytotoxicity in A549 cells; hit rate 0.16% among 390,000; A549 ARE-Fluc cells, CellTiter-Fluor viability, 18-24 h; Potency, µM (titrated, usually from 46 µM), for the others: top-dose activity change, negative = cytotoxicity, actives largely listed as inhibitors; note: % is set by controls: 0 for no effect and ±100 for the full control effect
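A549 ARE_Fluc cells in 5% FBS OPTI-MEM were exposed to compounds in concentration-response for 18-24 h at 37 deg C. Viability was read by CellTiter-Fluor fluorescence (Ex 405/Em 525) after 30 min, before the luciferase read.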
Nrf2 block: inhibitors of Nrf2 signaling; hit rate 2.1% among 360,000; AID 504444; Potency, µM (top dose mostly 46 µM), for inactives: at the highest dose activity change, negative = inhibition, hits mostly inhibitors; A549 ARE-Fluc reporter, luciferase luminescence, 18-24 h; note: % is set by controls: 0 for no effect and ±100 for the full control effect; nearly all actives have a fitted effect of over 60% in size
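In this cell-based qHTS, ARE-driven firefly luciferase in A549 cells reports Nrf2 activity; the luminescent signal after BugLite lysis is the measured value, with a prior CellTiter-Fluor read for cell health.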
TGFb SMAD3 inh: inhibitors of TGF-b signaling. hit rate 1.2% among 410,000. Potency, µM (series often up to 46.1 µM), for inactives: at the top dose activity, negative = inhibition, usual class: inhibitors. HepG2 CAGA-GFP TGF-b/SMAD3 reporter, GFP fluorescence, 18 h; TGF-beta stimulated, 500 pg/mL final. AID 588855; note: % is set by controls: 0 for no effect and ±100 for the full control effect; nearly all actives have a fitted effect of over 65% in size
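TGF-beta reporter screen: HEPG2 CAGA-GFP, 1% FBS, 500 pg/mL TGF-beta final, 18 h; per-cell GFP summed per well; curves fitted and categorized by class.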
Nrf2 activator: activates Nrf2 signaling; hit rate 0.31% among 410,000; AID 624171; Potency, µM (top dose mostly 46.1 µM), inactives show at the highest dose activation, most hits filed as activators; AREc32 ARE-luciferase reporter (MCF7-derived line), luminescence, 24 h; note: % of control where 0% means no effect; nearly all actives have a fitted effect of over 65% in size
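Each well held 1000 AREc32 cells, which were incubated with compound for 24 hr at 37 deg C after overnight attachment, and ARE reporter activity was quantified by firefly luciferase luminescence.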
HepG2 tox: kills HepG2 cells in TGF-b inhibitor counter-screen. hit rate 0.76% among 410,000. AID 588856. Potency, µM (highest dose often 46.1 µM), inactives show top-dose activity change, negative = cytotoxicity, most hits filed as cytotoxic. HepG2 CAGA-GFP viability, ATP luminescence, 18 h; note: some results filed as inactive show a strong effect at the top dose
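HepG2 CAGA-GFP cells (1000/well, DMEM with 1% FBS) received compound, then TGF-beta at 500 pg/mL final, and were incubated 18 hours at 37 degrees C. Viability was read by CellTiter-Glo luminescence. Media-only wells were set as complete cell-killing and DMSO as no toxicity.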
ATXN2 expr inh: reduces ATXN2 reporter expression in HEK-293 cells; HEK-293 ATXN2-luciferase reporter, luminescence, 24 h; Potency, µM (doses to about 57 µM), inactives show at the top dose activity change, negative = inhibition, usual class: inhibitors; hit rate 0.72% among 360,000; note: % is set by controls: 0 for no effect and ±100 for the full control effect; nearly all actives have a fitted effect of over 55% in size
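ATXN2-luciferase reporter cells (luciferase flanked by upstream and downstream ATXN2 gene portions) were treated 24 h at 37 °C with compounds at up to 57 uM. SteadyGlo luminescence gave expression; GF-AFC fluorescence gave viability.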
MCF10A rerep: inducers of DNA re-replication in MCF 10A breast cells | MCF 10A DNA re-replication, Hoechst nuclear intensity, 48 h | Potency, µM (titrated, usually from 46.1 µM), for inactives: at the highest dose activity, positive = re-replication, most hits filed as activators | hit rate 2.9% among 350,000 | AID 624296; note: % of control where 0% means no effect; nearly all actives have a fitted effect of over 50% in size
* hit, by the source's call; i = inactive; ? = inconclusive; . = not tested or not shown; & = joins results of further samples; [ ] = another dose, or the depositor's remark. Calls come from the whole dose curve; as a rule, active = well fitted curve in the direction sought with a large enough effect; inconclusive = small, poorly fitted or top-dose-only effect, or another doubt; inactive = no such curve, though single readings can be large; an effect the other way counts as inactive or inconclusive. Potency is the fitted concentration of half-maximal effect. This is a subset; the hit share may differ from the screen's.

Start of the data: the first 8 records (preview)
The line under a structure holds: MCF10A rerep | Nrf2 block | HepG2 tox | EPAC2 antagonist | ATXN viability | A549 tox | ATXN2 expr inh | TGFb SMAD3 inh | Nrf2 activator
1. COCC(=O)Nc1nnc(-c2ccc(C(C)(C)C)cc2)s1
  -3.7% | ? | -15.5% | -3.9% | i | -3.0% | 37.7%[activator] | 4.2% | -0.3%
2. Cc1cc(SCC(=O)Nc2ccc(F)cc2F)nc(=O)[nH]1
  . | . | -1.6% | . | i | -1.3% | 1.5% | 26.7% | -0.6%
3. CCC(=O)N(C(=O)CC)N1CCN(c2ccncc2S(=O)(=O)N2CCCCC2)CC1
  4.7% | -7.7% | -9.2% | 1.6% | i | 1.8% | -19.1% | 0.0% | -0.8%
4. Cc1ccc(S(=O)(=O)NNc2c3ccccc3nc3ccc(Cl)cc23)cc1
  . | . | -0.5% | 3.1% | . | . | . | 2.8% | 7.8%
5. O=C(/C=C/c1ccccc1)Nc1nnc(SCC(=O)c2ccc3ccccc3c2)s1
  15.5% | ? | -2.2% | -2.4% | i | 4.5% | -2.0% | -3.7% | 4.8%
6. Cc1ccccc1NC(=O)COc1ccc2oc(=O)cc(C)c2c1
  -1.3% | -20.8% | -2.5% | -3.4% | i | 6.1% | . | -8.9% | 0.5%
7. COC(=O)c1ccccc1NC(=O)c1ccc2c(=O)n3c(nc2c1)CCCCC3
  . | 2.3% | -2.4% | . | . | 5.2% | . | . | 3.5%
8. N=c1c(S(=O)(=O)c2ccc(Br)cc2)cc2c(=O)n3ccccc3nc2n1CCN1CCOCC1
  16.4µM* | 1.8% | 20.7% | -25.5% | i | 14.3% | . | 20.8% | 0.6%

This part in full, previewed entries included:
The line under a structure holds: MCF10A rerep | Nrf2 block | HepG2 tox | EPAC2 antagonist | ATXN viability | A549 tox | ATXN2 expr inh | TGFb SMAD3 inh | Nrf2 activator
1. COCC(=O)Nc1nnc(-c2ccc(C(C)(C)C)cc2)s1
  -3.7% | ? | -15.5% | -3.9% | i | -3.0% | 37.7%[activator] | 4.2% | -0.3%
2. Cc1cc(SCC(=O)Nc2ccc(F)cc2F)nc(=O)[nH]1
  . | . | -1.6% | . | i | -1.3% | 1.5% | 26.7% | -0.6%
3. CCC(=O)N(C(=O)CC)N1CCN(c2ccncc2S(=O)(=O)N2CCCCC2)CC1
  4.7% | -7.7% | -9.2% | 1.6% | i | 1.8% | -19.1% | 0.0% | -0.8%
4. Cc1ccc(S(=O)(=O)NNc2c3ccccc3nc3ccc(Cl)cc23)cc1
  . | . | -0.5% | 3.1% | . | . | . | 2.8% | 7.8%
5. O=C(/C=C/c1ccccc1)Nc1nnc(SCC(=O)c2ccc3ccccc3c2)s1
  15.5% | ? | -2.2% | -2.4% | i | 4.5% | -2.0% | -3.7% | 4.8%
6. Cc1ccccc1NC(=O)COc1ccc2oc(=O)cc(C)c2c1
  -1.3% | -20.8% | -2.5% | -3.4% | i | 6.1% | . | -8.9% | 0.5%
7. COC(=O)c1ccccc1NC(=O)c1ccc2c(=O)n3c(nc2c1)CCCCC3
  . | 2.3% | -2.4% | . | . | 5.2% | . | . | 3.5%
8. N=c1c(S(=O)(=O)c2ccc(Br)cc2)cc2c(=O)n3ccccc3nc2n1CCN1CCOCC1
  16.4µM* | 1.8% | 20.7% | -25.5% | i | 14.3% | . | 20.8% | 0.6%
9. Cc1cccc(C2CC(=O)Nc3cc4c(cc32)OCO4)c1 (configuration not stated)
  . | ? | 1.7% | . | ? | 2.1% | -31.7% | -7.5% | 0.4%
10. COc1cccc(OCc2ccc(Cn3nc(NC(=O)NCCc4ccc(OC)c(OC)c4)c4ccccc43)cc2)c1
  . | . | -17.9% | 6.1% | i | . | 18.6% | 16.8% | 7.5%
11. COc1ccc([N+](=O)[O-])cc1N1C(=O)c2cccnc2C1=O
  ? | -12.8% | 21.0% | -5.0% | i | 1.8% | -25.7% | 13.3% | -0.5%
12. S=C1SCCN1Cc1ccccc1
  -2.3% | 4.3% | 1.1% | -0.8% | ? | -5.6% | 8.3% | -11.0% | -0.3%
13. CCOc1ccc(N(C)C(=O)C2CCN(S(=O)(=O)c3c(C)noc3/C=C/c3ccc(C)cc3)CC2)cc1
  . | . | -15.1% | . | . | -3.8% | . | ? | -1.1%
14. Cc1ccc(C(=O)Nc2ccccc2C(=O)NC(Cc2ccccc2)C(=O)O)cc1 (configuration not stated)
  10.5% | ? | -15.8% | -3.3% | i | -2.3% | 32.1% | -0.9% | -0.1%
15. CCN1CCN(C(CNS(=O)(=O)c2ccccc2)c2ccccc2)CC1 (configuration not stated)
  -3.0% | 20.1% | 9.9% | 1.8% | i | 12.4% | -0.5% | 10.5% | 0.1%
16. O=C(O)CCCC(=O)NCCc1cccc(Cl)c1
  0.9% | -1.5% | -7.7% | 10.7% | ? | -5.7% | 107.4%[activator] | 3.2% | -0.1%
17. CCC(C)c1c(O)nc(SCc2ccccc2)[nH]c1=O (configuration not stated)
  -22.9% | . | 6.4% | 11.4% | i | -1.6% | 35.7%[activator] | ? | -0.5%
18. Cn1c(Cn2nnc3ccccc32)nnc1SCC(=O)Nc1nccs1
  -4.8% | 1.5% | -20.9% | 0.2% | i | 4.8% | 1.9% | -15.1% | -0.2%[9.22 µM]
19. CCc1ccc(-c2nc(CS(=O)CC(=O)NCCN3CCCCCC3)c(C)o2)cc1 (configuration not stated)
  11.9% | 9.5% | -36.7% | 1.8% | i | 3.7% | -13.9% | -25.2% | 0.1%
20. CC(=O)Nc1cccc(NC(=O)c2csc(C)c2)c1
  -3.8% | 9.5% | 8.6% | 0.6% | i | -5.2% | 7.0% | 1.0% | 11.6%
21. CSCc1ccc(C(=O)NCCSc2ccc(Br)cc2)cc1
  ? | ? | -27.1% | -6.3% | i | 0.4% | 64.3%[activator] | 9.6% | 0.3%
22. Cc1cn([C@H]2C[C@H](O)[C@@H](CNCc3ccc(Oc4cc(-n5cccn5)ncn4)cc3)O2)c(=O)[nH]c1=O
  . | . | -13.7% | 0.7% | i | . | -1.6% | 10.8% | 2.6%
23. C[C@H](CO)N1C[C@H](C)[C@H](CN(C)S(=O)(=O)c2ccc3ccccc3c2)OCc2cnnn2CCCC1=O
  . | . | -54.4% | 0.1% | i | . | 3.2% | -4.5% | -0.6%
24. O=C(Nc1nnc(CC2=CCCCC2)s1)c1cccs1
  22.3% | 18.4% | -0.3% | -3.4% | i | -7.3% | 15.7% | -1.9% | 2.6%
25. Cc1ccc2nc(C)c3c(c2c1)OC(C(C)(Cl)Br)C3 (configuration not stated)
  7.5% | ? | -22.8% | -27.7% | i | -2.4% | ? | ? | 0.4%
26. CCC(NC(C)C)C(O)c1ccc(O)c(O)c1 (configuration not stated)
  -31.9% | ? | -3.2% | -8.3% | i | -11.9% | -0.4% | 13.5% | 21.9%
27. COc1cc(S(=O)(=O)N2CCCCC2)ccc1NC(=O)Cc1ccccc1
  -0.2% | . | -30.5% | 6.3% | i | 1.1% | -23.0% | -7.6% | -0.1%
28. COc1ccc(S(=O)(=O)N2CCC(c3nnc(-c4ccccc4C)o3)CC2)c(OC)c1
  . | ? | -18.6% | . | 7.94µM* | -12.6% | 3.55µM* | ? | 11.7%
29. O=C(COC(=O)c1ccco1)Nc1nc2ccccc2s1
  6.4% | 12.0% | -19.1% | -4.1% | i | -9.8% | 0.8% | -22.2% | 4.0%
30. CC(C(=O)N1CCCc2c1c(=O)oc1ccc(O)cc21)N1CCc2ccccc2C1 (configuration not stated)
  5.3% | . | -5.2% | 13.4% | ? | 1.4% | -12.1% | -6.0% | 0.9%
31. CSc1ncc(-c2ccccc2)cn1
  24.4% | ? | -16.6% | -2.7% | i | -9.6% | 15.0% | -7.4% | 0.6%
32. NS(=O)(=O)c1ccc(CCNc2nn3c(-c4cccc(OC(F)(F)F)c4)cnc3s2)cc1
  . | . | -23.5% | 4.9% | ? | . | 25.1µM* | ? | -2.9%
33. O=C1CCOc2cc(OCc3ccccc3)ccc21
  20.5% | 22.2% | -12.7% | 0.6% | i | -7.2% | 17.0% | 4.9% | 0.4%
34. CC(=O)Nc1cccc(-c2ccnc3c2CC(C(=O)NCCC(F)(F)F)O3)c1 (configuration not stated)
  . | . | -11.1% | 7.3% | ? | . | -0.3% | 2.7% | -0.3%[9.22 µM]
35. O=C(N/N=C/c1ccsc1)c1c[nH]c2ccccc12
  -6.9% | ? | -0.3% | 2.9% | i | 5.7% | 9.0% | 15.0% | 8.1%
36. COc1ccc(-c2noc(N3CCC(C(=O)N4CCN(c5cccc(OC)c5)CC4)CC3)n2)cc1
  . | . | 0.7% | . | . | -8.8% | . | -2.3% | -2.6%
37. Cn1cccc1-c1cc(C(=O)N/N=C/c2ccc(Cl)cc2)[nH]n1
  ? | -29.3% | -4.8% | -5.4% | i | 1.2% | -16.5% | 0.7% | 0.0%
38. Cc1cc(OCCNCCO)cc(C)c1Cl
  -2.7% | -20.0% | -26.3% | -9.8% | i | 3.4% | -18.2% | 15.8% | -0.1%
39. O=C(COc1nsnc1N1CCOCC1)Nc1ccccc1Cl
  -1.0% | 12.5% | 4.2% | 4.6% | i | 2.2% | 1.9% | 18.9% | 0.7%
40. Cc1cccnc1NC(=O)c1ccc(Cl)c(S(=O)(=O)N2CCCCCC2)c1
  49.1% | ? | -16.3% | 7.2% | i | -11.6% | -10.9% | -15.9% | 0.2%
41. O=C(COC(=O)CCc1ccc(S(=O)(=O)N2CCOCC2)cc1)Nc1ncc(C(F)(F)F)cc1Cl
  10.2% | 3.0% | 4.0% | 2.9% | i | -3.2% | 4.6% | 25.9% | -0.2%
42. CCCNC(=O)c1cc(C2CCCN(C(=O)c3cc(C(C)(C)C)nn3C)C2)on1 (configuration not stated)
  . | . | -10.1% | 15.6% | i | . | -9.5% | -0.3% | -0.6%
43. CCOc1ccc(-n2nc3c(SCCN4CCCC4)nnc(C)c3c2C)cc1
  ? | -25.4% | -0.1% | -0.7% | i | -6.3% | -2.1% | -4.1% | -0.4%
44. CCC(C)c1ccc(NC(=O)c2cccnc2)cc1 (configuration not stated)
  24.0% | ? | -20.2% | -6.8% | i | -1.9% | 49.3%[activator] | -11.7% | 6.9%
45. CCC(C)Sc1ccc(-c2nc3cnccn3c2NC2CCCCC2)cc1 (configuration not stated)
  ? | 23.1µM* | -107.2% | -13.6%&-14.2% | . | -29.2% | ? | -10.1% | -1.0%&-4.3%
